Screens deposited in PubChem by National Center for Advancing Translational Sciences (NCATS).
HCMV inh – inhibitors of human cytomegalovirus; HFF cells, HCMV-luciferase reporter, 72 h; hits give low values; activity change, negative = inhibition, % at 57.5 µM; 410,000 compounds, 4.5% hits; AID 1259415; in the data active = activity change below about -60%; inconclusive = no clear call, values can overlap the other calls; inactive = above about -39%; also: % is scaled to controls: 0 for no effect and ±100 for the full control effect
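Screen run at 2 compound doses on HFFs infected with reporter HCMV, MOI 1 PFU/cell. Luciferase activity from cell lysates at 72 h post infection gave inhibition relative to buffer-only and Salinomycin wells.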
AmpC no deterg – AmpC beta-lactamase inhibition without detergent. 330,000 compounds, 0.52% hits. P00811. AID 485341. Potency, µM (doses to about 57.1 µM), for inactives: at the highest dose activity change, negative = inhibition, actives largely listed as inhibitors. AmpC nitrocefin hydrolysis, absorbance 480 nm, 0.0001% Triton;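 also: potency is read from the fitted curve at half-maximal effect; plate controls were no compound for no effect and no enzyme for full effect; nearly all actives have a fitted effect of over 20% in size; some results filed as inactive show a strong effect at the top dose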
Target sequence (P00811 whole entry, looked up): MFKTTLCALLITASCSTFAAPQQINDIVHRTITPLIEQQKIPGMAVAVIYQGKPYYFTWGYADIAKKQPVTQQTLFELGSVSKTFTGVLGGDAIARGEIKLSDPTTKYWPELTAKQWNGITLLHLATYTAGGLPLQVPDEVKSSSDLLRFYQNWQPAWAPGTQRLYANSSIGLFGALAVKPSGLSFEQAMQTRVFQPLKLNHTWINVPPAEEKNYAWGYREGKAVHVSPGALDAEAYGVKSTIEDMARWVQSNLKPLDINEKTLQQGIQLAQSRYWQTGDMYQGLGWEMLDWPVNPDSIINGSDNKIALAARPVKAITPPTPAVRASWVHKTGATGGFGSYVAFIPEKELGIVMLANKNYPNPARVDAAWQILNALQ
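20 mM phosphate pH 7.0 + 0.01% (detergent screen) or 0.0001% Triton X-100; 5.3 nM AmpC reagent; cpd preinc 15 min RT; nitrocefin (800 uM stock) to start; A480 q20 s × 4 min; Activity was normalised to no-enzyme and no-compound control wells.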
Cycloheximide cs – counter-screen hit for Shiga toxin inhibitors, cycloheximide | cell reporter, cycloheximide protein synthesis inhibition counterscreen | max response, % | 300,000 compounds, 12% hits | AID 2314; in the data active = max response mostly above about 13%, no sharp cut-off; inactive = mostly below about 14%; also: read at 38.3 µM for the half of the compounds with a filed dose; 0% is about no effect
AMA1 RON2 block – disrupts binding of P. falciparum AMA1 to RON2; AlphaScreen AMA1-biotinylated RON2 peptide binding; Potency, µM (highest dose often 58.2 µM), inactives show at the highest dose activity change, negative = inhibition, hits mostly inhibitors; 360,000 compounds, 0.2% hits;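 also: potency is read from the fitted curve at half-maximal effect; 0% = vehicle wells and -100% = peptide control; nearly all actives have a fitted effect of over 45% in size; some results filed as inactive show a strong effect at the top dose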
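AMA1 (3D7) with his tag at 25 nM final met compounds first, then biotinylated RON2 peptide at 25 nM; detection used donor plus acceptor beads, 10 µg/mL apiece, read by AlphaScreen after 30 min at room temperature.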
Shiga toxin inh – Shiga toxin inhibition; Vero cells, Shiga toxin protein synthesis inhibition reporter; inhibition, % at 38.7 µM; 290,000 compounds, 9.2% hits; AID 2315; in the data active = inhibition mostly above about 28%, no sharp cut-off; inactive = mostly below about 43%; also: 0% is about no effect
AmpC detergent – blocks E. coli AmpC beta-lactamase in detergent assay; Potency, µM (series often up to 114 µM), for the others: top-dose activity change, negative = inhibition, usual class: inhibitors; P00811; 370,000 compounds, 0.041% hits; AmpC hydrolysis of nitrocefin, absorbance 480 nm, 0.01% Triton;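 also: potency is read from the fitted curve at half-maximal effect; 0% = no-compound wells and -100% = no-enzyme wells; nearly all actives have a fitted effect of over 25% in size; some results filed as inactive show a strong effect at the top dose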
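AmpC (5.3 nM in the dispensed reagent) in 20 mM phosphate pH 7.0 with 0.01% (detergent screen) or 0.0001% Triton X-100 was preincubated with compounds for 15 min at room temperature. Nitrocefin was then added from an 800 uM solution, and hydrolysis was followed at 480 nm.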
Giardia FBPA inh – inhibitors of Giardia lamblia fructose-1,6-bisphosphate aldolase; A8B2U2; purified Giardia FBPA; Potency, µM (titrated, usually from 59.6 µM), for inactives: at the highest dose activity, negative = inhibition, usual class: inhibitors; 290,000 compounds, 0.71% hits; AID 2451; also: potency is read from the fitted curve at half-maximal effect; % is scaled to controls: 0 for no effect and ±100 for the full control effect; nearly all actives have a fitted effect of over 55% in size
Target sequence (A8B2U2 whole entry, looked up): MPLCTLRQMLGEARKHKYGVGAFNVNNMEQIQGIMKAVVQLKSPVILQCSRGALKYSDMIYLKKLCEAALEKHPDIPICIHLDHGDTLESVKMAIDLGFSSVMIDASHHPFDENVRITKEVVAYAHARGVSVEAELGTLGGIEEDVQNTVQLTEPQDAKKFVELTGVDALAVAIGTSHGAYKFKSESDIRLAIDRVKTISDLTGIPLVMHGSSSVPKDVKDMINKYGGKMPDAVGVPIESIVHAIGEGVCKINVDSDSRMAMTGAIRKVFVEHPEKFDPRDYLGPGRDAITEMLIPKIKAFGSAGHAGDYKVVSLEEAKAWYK
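Giardia FBPA (40 nM reagent) was preincubated 10 min at RT with compound (up to 57.5 uM final), then substrate plus GAPDH/TPI/NAD/arsenate coupling system with diaphorase/resazurin was added; resorufin fluorescence (525/598 nm) was read after 20 min.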
An asterisk follows results filed as active; ? = inconclusive; . = not tested or not shown; & = joins results of further samples; [ ] = another dose, or the depositor's remark. Unless noted, calls follow the shape of the dose curve; as a rule, active = well fitted curve in the direction sought with a large enough effect; inconclusive = small, poorly fitted or top-dose-only effect, or another doubt; inactive = no such curve, though single readings can be large; an effect the other way counts as inactive or inconclusive. An unsorted share of the library. Share with any hit: about 16%.

1: CNCc1c(C)nn(-c2ccccc2)c1C
2: Cn1c(-c2ccccc2)cnc1SCC(N)=O
3: COc1ccc(CNC(=S)N/N=C/c2ccc(OC)c(OC)c2)cc1
4: O=C(NNC(=O)c1ccc(Cl)s1)c1csc(N2CCOCC2)n1
5: O=C(COc1ccccc1/C=C\c1[nH]c(=O)[nH]c(=O)c1[N+](=O)[O-])Nc1ccccc1
6: CCOc1ccc(NS(=O)(=O)c2ccc(C(=O)NCC(c3ccc(OC)cc3)N3CCCC3)cc2)cc1 (stereo not given)
7: Cc1nnc2c(NCC(C)c3ccccc3)nc3ccccc3n12 (stereo not given)
8: Cc1[nH]c(=O)[nH]c(=O)c1/C=N/NC(=O)CCNC(=O)OC(C)(C)C

Assay by compound	1	2	3	4	5	6	7	8
HCMV inh	-38	44	8	-4	28	-26	-6	-15
AmpC no deterg	2%	-21%	-13%	-41%	-42%	61%[activator]	-3%	-4%
Cycloheximide cs	-1	1	21*	.	-1	.	5	18*
AMA1 RON2 block	-6%	8%	35%[activator]	94%[activator]	-5%	29%	4%	156%[activator]
Shiga toxin inh	-4	31	17	.	-3	.	-5	-6
AmpC detergent	-8%	-1%	-6%	-10%	-4%	-8%	-2%	4%
Giardia FBPA inh	-19%	6%	1%	.	7%	.	-5%	-13%

9: Cc1c(C(=O)NNC(=S)Nc2ccc(S(N)(=O)=O)cc2)oc2ccccc12
10: COC(=O)c1cc(NS(=O)(=O)c2ccc(C(C)C)cc2)ccc1N1CCOCC1
11: CCn1nnnc1-c1ccc(OC)c(S(=O)(=O)Nc2ccc(C(=O)OC)cc2)c1
12: O=C(COC(=O)c1ccc(NS(=O)(=O)c2ccc3c(c2)OCCO3)cc1)NCC1CCCO1 (stereo not given)
13: Nc1ccc(C(=O)N2CCN(S(=O)(=O)/C=C/c3ccccc3)CC2)cc1[N+](=O)[O-]
14: CC1CCCC(C)N1/N=C/c1ccc(C(=O)O)cc1 (stereo not given)
15: CCCS(=O)(=O)NCCc1csc(-c2ccc(OC)c(OC)c2)n1
16: Cc1cc(C)cc(NC(=O)NC2CCN(CC(=O)Nc3cccc(Cl)c3C)CC2)c1

Assay by compound	9	10	11	12	13	14	15	16
HCMV inh	-2	-23	-14	17	11	4	-12	9
AmpC no deterg	-35%	-1%	-14%	1%	-11%	-4%	20%	-13%
Cycloheximide cs	-2	7	-1	-1	.	-2	-3	0
AMA1 RON2 block	131%[activator]	12%	-2%	-4%	0%	0%	0%	1%
Shiga toxin inh	-2	-3	-3	-6	.	6	-7	-2
AmpC detergent	?	-9%	?	-4%	-8%	-1%	0%	?
Giardia FBPA inh	3%	-10%	10%	15%	.	6%	4%	0%

2 records drawn at random from the list so far, as already listed:
14: CC1CCCC(C)N1/N=C/c1ccc(C(=O)O)cc1 (stereo not given)
15: CCCS(=O)(=O)NCCc1csc(-c2ccc(OC)c(OC)c2)n1

Assay by compound	14	15
HCMV inh	4	-12
AmpC no deterg	-4%	20%
Cycloheximide cs	-2	-3
AMA1 RON2 block	0%	0%
Shiga toxin inh	6	-7
AmpC detergent	-1%	0%
Giardia FBPA inh	6%	4%

Further records:
17: CCN1CCN(Cc2c(O)ccc3c2O/C(=C\C=C\c2ccccc2)C3=O)CC1
18: COc1cccc(-c2nc(NCc3cccnc3)c3ccccc3n2)c1O
19: O=C(NCCCN1CCCCCC1)C1CCCN(S(=O)(=O)c2cccc3nsnc23)C1 (stereo not given)
20: N#CCC(=O)NNC(=S)NC(=O)C(c1ccccc1)c1ccccc1
21: CCOC(=O)c1cc[nH]c1C
22: COCCOC(=O)C1=C(C)NC(=O)NC1c1ccco1 (stereo not given)
23: COc1ccc(CCN2CC(C(=O)O)CC2=O)cc1OC (stereo not given)
24: COc1ccc(CC(=O)Nc2ccc3c(c2)C(=O)N(CCC(=O)O)C3=O)cc1

Assay by compound	17	18	19	20	21	22	23	24
HCMV inh	?	55	?	-9	-4	-27	-14	22
AmpC no deterg	169%[activator]	-13%	88%[activator]	36%	63%[activator]	-6%	-11%	-11%
Cycloheximide cs	33*	19*	-3	-4	11	-3	-1	8
AMA1 RON2 block	-7%	-9%	-6%	41%[activator]	-1%	4%	-9%	-7%
Shiga toxin inh	65	37	13	-4	12	-10	-12	-1
AmpC detergent	?	-9%	-3%	-5%	-1%	-8%	3%	-13%
Giardia FBPA inh	17%	21%	-20%	-1%	5%	0%	3%	1%

25: COc1ccc(NC(=O)Nc2nnc(-c3ccccc3SCc3ccccc3)s2)cc1
26: CCn1c(CNC(=O)c2ccccc2F)cc2cc(C)ccc21
27: CCS(=O)(=O)Nc1ccc(Cc2ccncc2)cc1
28: CCc1ccc2oc(-c3cc(N)ccc3O)nc2c1
29: O/N=C(/c1ccccc1)c1cc2cc(Br)cc(Br)c2o1
30: Cc1cccc(N(CC(=O)NC(C)(C)C)C(=O)CS(=O)CC(=O)Nc2ccc3c(c2)OCO3)c1 (stereo not given)
31: CCOC(=O)c1ccc(N2C(=O)CC(NNC(=O)c3ccc(Br)s3)C2=O)cc1 (stereo not given)
32: O=S1(=O)CC(O)C(Nc2ccccc2)C1 (stereo not given)

Assay by compound	25	26	27	28	29	30	31	32
HCMV inh	-9	63	32	146	-36	10	-13	68
AmpC no deterg	-38%	-12%	-8%	?	-33%	39%	-24%	.
Cycloheximide cs	-2	15*	-1	18*	-3	1	-2	-2
AMA1 RON2 block	-2%	-6%	-8%	82%[activator]	0%	-1%	6%	-4%
Shiga toxin inh	-5	13	-7	15	4	10	22	3
AmpC detergent	3%	-5%	1%	0%	7%	-1%	-5%	-2%
Giardia FBPA inh	1%	3%	-6%	-2%	2%	2%	6%	-3%

33: O=C(NCc1cccs1)c1cc2c(s1)CCCC2
34: O=[N+]([O-])c1cc(C(F)(F)F)ccc1NCCCCNS(=O)(=O)c1ccc(Cl)cc1
35: N#Cc1c2c(c(NCCOCCO)n3c1nc1ccccc13)CCCC2
36: O=C(NCCCOc1cccc(CN2CCCCC2)c1)c1ccc(Cl)c(Cl)c1
37: CC(=O)Nc1cccc(-n2nnc(SCC(=O)c3ccccc3)n2)c1
38: CS(=O)(=O)NCc1nnc(SCc2ccccc2C(F)(F)F)o1
39: Cc1ccc(CNC(=O)CCc2nnc3ccc(NCCCN4CCCC4=O)nn23)cc1
40: Cc1csc2ncc(C(=O)Nc3ccccc3F)c(=O)n12

Assay by compound	33	34	35	36	37	38	39	40
HCMV inh	115	-73*	-23	-31	61	3	19	116
AmpC no deterg	-19%	-9%	-13%	30%	-43%	15%	-8%	0%
Cycloheximide cs	45*	1	5	-4	49*	-2	-1	24*
AMA1 RON2 block	-6%	-14%	15%	-23%	0%	2%	0%	1%
Shiga toxin inh	86*	1	-25	-6	61*	-5	7	31
AmpC detergent	0%	-11%	-7%	1%	7%	-16%	2%	?
Giardia FBPA inh	-10%	0%	-8%	-17%	7%	14%	.	5%

41: CC(C)C(=O)Nc1cccc(NC(=O)c2cccnc2)c1
42: Cc1ccc(S(=O)(=O)N2CCN(S(=O)(=O)N3CCC(C)CC3)CC2)cc1C
43: O=[N+]([O-])c1ccc(-c2ccc(S(=O)(=O)NCCN3CCCC3)cc2)cc1
44: Cc1nnc(NC(=O)CSc2nccn2Cc2ccccc2)s1
45: COCCNC(=O)CSc1ccccc1C(=O)NC1CCSc2ccccc21 (stereo not given)
46: O=C(CCN1C(=O)c2ccccc2C1=O)Nc1ccc(-c2nc3ccccc3o2)cc1
47: O=C1CC(NN2CCCCC2)C(=O)N1c1ccccc1 (stereo not given)
48: COc1ccc(Cl)cc1NS(=O)(=O)c1ccc(OC)c(OC)c1

Assay by compound	41	42	43	44	45	46	47	48
HCMV inh	3	-8	-71*	-25&3	5	44	-4	38
AmpC no deterg	-10%	-2%	-3%	-4%	-11%	-11%	-36%	38%
Cycloheximide cs	2	-6	-2	9	8	18*	13*	-1
AMA1 RON2 block	2%	-12%	5%	4%	6%	0%	11%	-2%
Shiga toxin inh	3	0	-13	-1	3	83*	61	-6
AmpC detergent	-12%	-9%	-5%	0%&5%	1%	5%	-4%	-2%
Giardia FBPA inh	3%	-10%	0%	.	.	3%	-5%	7%

49: COc1ccc(C(=O)NC(C)Cn2nc(C)cc2C)cc1OC1CCN(C(C)=O)CC1 (stereo not given)
50: COc1ccc(NC(=O)c2sc(SC)nc2N)cc1
51: S=c1[nH]nc(-c2ccco2)n1/N=C/C=C/c1ccccc1
52: CCOc1ccc(-n2c(C)c(C(C)=O)c3cc(OC(C)=O)ccc32)cc1
53: O=C(COC(=O)C1CC2C=CC1C2)NCc1ccc(F)cc1 (stereo not given)
54: O=C1C(Cl)=C(N2CCCCCC2)C(=O)N1c1ccc(Cl)cc1
55: CC(C)c1ccccc1NC(=O)COC(=O)C1(C)CC1(Cl)Cl (stereo not given)
56: COc1ccc(CNC(=O)CCN2C(=O)c3ccccc3S2(=O)=O)cc1

Assay by compound	49	50	51	52	53	54	55	56
HCMV inh	-24	223	-22	-78*	-5	?	-31	-38
AmpC no deterg	34%	-31%	-27%	4%	-28%	-35%	-7%	6%
Cycloheximide cs	-1	39*	-2	-1	12	12*	-3	.
AMA1 RON2 block	7%	-3%	75%[activator]	6%	14%	74%[activator]	3%	2%
Shiga toxin inh	-6	48	-18	-11	-8	18	5	.
AmpC detergent	2%	-9%	2%	6%	-8%	-6%	6%	-17%
Giardia FBPA inh	.	-15%	4%	-3%	3%	-9%	1%	.

Just Cycloheximide cs, Shiga toxin inh and AMA1 RON2 block (two entries from above):
No. | mol | Cycloheximide cs | Shiga toxin inh | AMA1 RON2 block
49 | COc1ccc(C(=O)NC(C)Cn2nc(C)cc2C)cc1OC1CCN(C(C)=O)CC1 (stereo not given) | -1 | -6 | 7%
50 | COc1ccc(NC(=O)c2sc(SC)nc2N)cc1 | 39* | 48 | -3%

Continued.
57: O=C(COc1ccccc1)Nc1ccccc1Cl
58: CC1(c2ccc3ccccc3c2)NC(=O)N(CC(=O)Nc2ncccc2O)C1=O (stereo not given)
59: Cc1ccc(-c2csc(Nc3ccccc3)[n+]2CCc2ccccc2)cc1
60: O=S(N1CCCCCC1)C12CC3CC(CC(C3)C1)C2 (stereo not given)
61: COc1ccc(S(=O)(=O)N2CCCCCC2)cc1NC(=O)Cc1ccccc1F
62: COc1ccc2cc(/C(C)=N/NC(=S)Nc3cc(S(=O)(=O)N4CCOCC4)ccc3N3CCOCC3)ccc2c1

Assay by compound	57	58	59	60	61	62
HCMV inh	13	0	-19	-29	?	.
AmpC no deterg	-33%	-27%	-32%	1%	-33%	23%
Cycloheximide cs	41*	.	23*	-2	-1	21*
AMA1 RON2 block	7%	88%[activator]	?	-11%	3%	.
Shiga toxin inh	108*	.	70*	20	-1	44
AmpC detergent	?	-4%	0%	?	-8%	-7%
Giardia FBPA inh	10%	.	-1%	0%	2%	2%
